Peg3 imprint = induces erasure of genomic imprints in mouse ES cells | mouse ES Peg3-LacZ reporter, beta-gal luminescence, 40 h | Potency, µM (series often up to 60.7 µM), without a hit: at the top dose activity change, positive = activation, actives largely listed as activators | 110,000 compounds, 0.02% hits | AID 1948;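 also: 0% = negative control wells on the plate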
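Gelatin-coated wells received 300 freshly trypsinized female ES cells with a Peg3LacZ-Neo reporter on the maternal allele, then incubated 40 hours at 37C. BetaGlo was added for 5 minutes at room temperature before a single luminescence read.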
p53ts 39C kill = cytotoxicity in p53ts cells at nonpermissive temperature | Potency, µM (top dose mostly 46.1 µM), for inactives: at the highest dose activity change, negative = cell killing, actives largely listed as cytotoxic | H1299-p53A138V viability at 39C, ATP luminescence, 24 h | 130,000 compounds, 1.5% hits; also: nearly all actives have a fitted effect of over 55% in size
IkB signaling = suppresses IkB signaling in ABC-DLBCL reporter cells | ABC-DLBCL IkBa-CBG/CBR dual luciferase ratio, 4 h; response scale: scaled: untreated 0%, proteasome inhibitor 100% | 110,000 compounds, 0.04% hits | Potency, µM (titrated, usually from 57.1 µM), for the others: top-dose IkBa stabilization activation; active = well fitted curve in the direction sought with a large enough effect in the signal ratio, not every such curve was filed as active; inconclusive = small, poorly fitted or top-dose-only effect, or a change in a side signal; the % refers to the signal ratio;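 also: the direction sought is a rising ratio; 0% = basal untreated cells and 100% = reference inhibitor full response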
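Curves were fitted separately to fusion (green), unfused (red) and ratio luminescence, then classed by r2, magnitude and activity. Cells: OCI-Ly3, 4 h compound plus doxycycline at 37C; 10 uM MG-132 defined full response.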
p53ts 32C kill = p53ts cell cytotoxicity, permissive temperature. AID 924. H1299-p53A138V at 32C, ATP luminescence viability, 24 h. 130,000 compounds, 0.93% hits. Potency, µM (titrated, usually from 46.1 µM), without a hit: top-dose activity change, negative = cytotoxicity, hits mostly cytotoxic;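 also: 0% = DMSO and -100% = full killing by reference compound; nearly all actives have a fitted effect of over 55% in size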
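Viability by ATPlite luminescence after 24 h compound treatment (up to 46 uM) at the permissive 32C. Cells are H1299 carrying p53 A138V. Scale runs from DMSO basal to 100 uM tamoxifen as full kill; AC50 from Hill fits.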
Active calls of the source: *; ? = inconclusive; . = no result given; [ ] = another dose, or the depositor's remark. Unless noted, calls follow the shape of the dose curve; as a rule, active = well fitted curve in the direction sought with a large enough effect; inconclusive = small, poorly fitted or top-dose-only effect, or another doubt; inactive = no such curve, though single readings can be large; an effect the other way counts as inactive or inconclusive. Unless noted, % is scaled to controls: 0 for no effect and ±100 for the full control effect; potency is read from the fitted curve at half-maximal effect.

SMILES	Peg3 imprint	p53ts 39C kill	IkB signaling	p53ts 32C kill
COc1ccc(-c2cc(C(=O)N3CCOCC3)c3cc(C)ccc3n2)cc1	-11%	-17%	-3.5%	-12%
COC(=O)[C@@H]1[C@@H]2C[C@H]3c4[nH]c5ccccc5c4CCN3C[C@@H]2CC[C@@H]1OS(=O)(=O)O	-11%[10.9 µM]	6%[9.22 µM]	0.3%[11.4 µM]	-6%[9.22 µM]
Cc1cc[n+](-c2[nH]c(=O)sc2/C=N/NC([S-])=Nc2ccccc2)cc1	.	8%	.	-7%
COc1ccc(OC)c(C2Nc3c(C)cc(C)cc3-c3cc(C)nn32)c1 (configuration not stated)	-9%[10.9 µM]	-23%	?	20%
CC(C)CC(=O)NCC1(N(C)C)CCCCC1	-6%[10.9 µM]	17%	-1.3%	-8%
O=C(Nc1ccccc1N1CCCCC1)c1ncoc1-c1ccc(F)cc1	-13%	-6%	0.1%	-13%
Cc1cc2nc(-c3ccc(OCc4ccccc4Cl)cc3)cc(C(F)(F)F)n2n1	-9%[10.9 µM]	-1%	?	12%
O=C1c2ccccc2C(=O)N1CCOCCN1C(=O)c2ccccc2C1=O	6%	-4%	-0.6%	1%
O=C(NCc1cccs1)c1nc2ncccn2n1	-10%	3%	-0.7%	-2%
Cc1ccccc1NCc1nc2ccccc2n1CCOc1ccccc1	-21%[10.9 µM]	-21%	?	5%
O=C1CC(=O)Nc2cc(S(=O)(=O)Nc3cccc(Br)c3)ccc2N1	-11%[10.9 µM]	-2%	-0.1%	1%
CC1CCOC2(O1)C(=O)N(CN1CCN(c3ccccc3F)CC1)c1ccccc12 (configuration not stated)	-25%	-8%	0.4%	11%
C/C(CCN1CCCc2nc(C)c(C)cc21)=N\O[C@@H](C)c1cn([C@@H]2COC[C@@H]2O)nn1	.	15%[9.22 µM]	.	-1%[9.22 µM]
Fc1ccc(-n2ncc3c(N4CCC(Cc5ccccc5)CC4)ncnc32)cc1	-11%[10.9 µM]	-19%	-0.3%	0%
CCOc1ccccc1CNC(=O)c1cccc(NC(=O)c2nsc3ccccc23)c1	-12%[10.9 µM]	-26%	0.6%	-22%
CCOC(=O)c1[nH]c(C)c(CN(CCc2ccc(OC)c(OC)c2)C(=O)CCCC(=O)O)c1C	-1%	9%	-0.6%	2%
CCC(=O)N1CCc2cc(Br)cc(S(=O)(=O)CCC(=O)NCCc3ccccc3)c21	-15%[10.9 µM]	17%	?	9%
OCC1OC([S-])[C@H](O)C(O)C1O.[Au+] (some centres not stated)	-14%	10%	.	-9%
O=C(Nc1ccccc1C(=O)OCC(=O)N1CCc2ccccc2C1)c1ccco1	-21%	-17%	?	1%
CC(C)Oc1ccc(CNS(=O)(=O)c2ccc3c(c2)C(C)(C)C(=O)N3C)cc1	5%[10.9 µM]	-9%	-0.2%	-3%
CC(C)C(=O)N1c2ccccc2NC2=C(C(=O)CCC2)C1c1ccc(N(C)C)cc1 (configuration not stated)	-3%	1%	-0.7%	-3%
COc1ccc2nc(Nc3ccc4c(c3)OCO4)sc2c1	6%	-25%	3.0%	-7%
COc1ccc(OC)c(NC(=O)CSC2=Nc3ccccc3C3=NC(CCC(=O)NCc4ccco4)C(=O)N23)c1 (configuration not stated)	5%[10.9 µM]	-12%	1.5%	3%
O=S(=O)(c1ccc(Oc2ncnc3scc(-c4ccccc4)c23)cc1)N1CCOCC1	-1%	-20%	?	4%
COc1ccccc1NC(=O)Cn1nc(C)n2cccc2c1=O	-9%[10.9 µM]	-19%	?	-3%

Grouped by structure, those above containing a carbonyl joined to an NH by a bond outside any ring.
SMILES	Peg3 imprint	p53ts 39C kill	IkB signaling	p53ts 32C kill
CC(C)CC(=O)NCC1(N(C)C)CCCCC1	-6%[10.9 µM]	17%	-1.3%	-8%
O=C(Nc1ccccc1N1CCCCC1)c1ncoc1-c1ccc(F)cc1	-13%	-6%	0.1%	-13%
O=C(NCc1cccs1)c1nc2ncccn2n1	-10%	3%	-0.7%	-2%
CCOc1ccccc1CNC(=O)c1cccc(NC(=O)c2nsc3ccccc23)c1	-12%[10.9 µM]	-26%	0.6%	-22%
CCC(=O)N1CCc2cc(Br)cc(S(=O)(=O)CCC(=O)NCCc3ccccc3)c21	-15%[10.9 µM]	17%	?	9%
O=C(Nc1ccccc1C(=O)OCC(=O)N1CCc2ccccc2C1)c1ccco1	-21%	-17%	?	1%
COc1ccc(OC)c(NC(=O)CSC2=Nc3ccccc3C3=NC(CCC(=O)NCc4ccco4)C(=O)N23)c1 (configuration not stated)	5%[10.9 µM]	-12%	1.5%	3%
COc1ccccc1NC(=O)Cn1nc(C)n2cccc2c1=O	-9%[10.9 µM]	-19%	?	-3%

(list continues)
SMILES	Peg3 imprint	p53ts 39C kill	IkB signaling	p53ts 32C kill
COc1cccc(-n2c(-c3ccc(Cl)cc3)cc3c2CC(C)(C)CC3=O)c1	5%[10.9 µM]	-16%	?	29%
COc1cc(NC(=O)C2Cc3ccccc3N2C(=O)c2ccccc2)cc(OC)c1 (configuration not stated)	2%[10.9 µM]	-11%	1.5%	13%
CC(C)OCCCNC(=O)CN1C(=O)CSc2ccc(S(=O)(=O)N3CCOCC3)cc21	-10%[10.9 µM]	19%	-1.5%	7%
CCc1ccc2c(c1)C1(NN=C(c3cccc4ccccc34)S1)C(=O)N2 (configuration not stated)	.	-13%	.	-16%
Cc1c(Cl)cccc1Nc1nn2c(=O)c3ccc(C(=O)N(C)Cc4ccccc4)cc3nc2s1	9%[10.9 µM]	-26%	0.3%	-9%
COc1cccc(NCc2cccn2-c2nnc(N3CCC(C)CC3)s2)c1	-13%[10.9 µM]	-21%	?	-8%
Cn1nnc2cc(C(=O)NCc3ccc4c(c3)OCO4)ccc21	-3%	15%	-0.2%	-1%
COc1cccc(-n2c(SCc3cccc(C)c3)nc3c([nH]c4ccccc43)c2=O)c1	7%[10.9 µM]	-20%	1.1%	-3%
O=S(=O)(c1ccc(F)c2ccccc12)N1CCCCC1	-4%	-12%	0.4%	23%
CCOC(=O)c1c(NC(=O)Cn2c(=O)oc3ccccc32)oc(C)c1C(C)=O	4%	16%	-1.6%	3%
COc1ccc(S(=O)(=O)Nc2c(C)nc3nc(C)[nH]n3c2=O)cc1	-10%[10.9 µM]	25%	-0.5%	7%
O=c1cc(CF)[nH]c(=S)[nH]1	2%[10.9 µM]	1%[9.22 µM]	0.3%[11.4 µM]	6%[9.22 µM]
O=C1C(=O)N(CCOCCO)C(c2ccccn2)/C1=C(\O)c1ccccc1 (configuration not stated)	0%	3%	-1.0%	-6%
CCC(CC)C1C(C#N)=C(N)SC(N)=C1C#N	.	20%	.	12%
OC(Cn1cncn1)(Cn1cncn1)c1ccc(F)cc1F	0%	1%	.	-6%
CCOC(=O)CC1=C(C(=O)OCC)C(c2ccncc2)C(C#N)=C(N)O1 (configuration not stated)	.	-10%	.	-3%
Cc1ccc(-c2nsc3c(N4CCN(C(=O)c5ccco5)CC4)ncnc23)cc1	-23%	-16%	0.3%	-17%
CCOC(=O)c1cnc(-c2ccccc2)nc1N	-72%[inhibitor]	?	?	?
CN1CCc2c(sc3c2c(NCc2ccco2)nc2nnnn23)C1	-7%	-6%	-0.1%	-5%
COc1cccc(Cn2c(=O)c(C)nc3cnc(Oc4ccccc4)nc32)c1	.	-4%	2.1%[11.4 µM]	-3%
N[C@@H](Cc1ccccc1)c1nnc2sc(SCc3ccccc3)nn12	-14%	1%	-1.3%	4%
COc1ccccc1-c1cc2nc(C)c(CCC(=O)Nc3cc(C)ccc3C)c(C)n2n1	-11%[10.9 µM]	-17%	?	7%
CCc1ccc(C2CC(c3ccc(Cl)cc3)n3nc(N)nc3N2)cc1 (configuration not stated)	9%	-7%	-1.4%	0%
COc1ccc(NC(=O)CSc2nccn2Cc2ccc3c(c2)OCO3)cc1	-5%[10.9 µM]	-5%	0.0%	9%
COc1ccccc1C(=O)NC(CCSC)C(=O)OCC(=O)NC(=O)NCc1ccco1 (configuration not stated)	-3%	10%	0.7%	-4%
SMILES	Peg3 imprint	p53ts 39C kill	IkB signaling	p53ts 32C kill
COCc1[nH]nc2c1C(c1ccccc1F)C(C#N)=C(N)O2 (configuration not stated)	.	-10%	2.2%	-12%
COc1cccc(-c2nn(C)c3sc(C(=O)N4CCN(c5cccc(C(F)(F)F)c5)CC4)cc23)c1	?	12%	-1.0%	17%
O=S(=O)(NCc1cn2ccsc2n1)c1cccs1	-10%	8%	1.0%	21%
NC(=O)c1nsc(C(=O)N(CC(=O)NCc2ccco2)c2ccccc2F)c1N	.	25%	.	14%
COc1ccc(-n2c(SCC(=O)OC(C)C)nnc2-c2ccccn2)cc1	-10%	13%	1.3%	5%
O=C(CN1CCCCCC1)OCCN=C1NS(=O)(=O)c2ccccc21	-4%	12%	-0.3%	-3%
CCOc1cc2c(cc1OCC)C(c1c(F)cccc1Cl)CC(=O)N2 (configuration not stated)	-6%[10.9 µM]	-16%	-1.4%	13%
COc1cc2c(C(=O)N3CCN(c4ccc(C)cc4)C(C)C3)cn(CC(C)C)c(=O)c2cc1OC (configuration not stated)	5%[10.9 µM]	-16%	?	17%
COC(=O)c1ccc(N2C(=O)c3ccc(OC)c(OC)c3C2=O)cc1	-5%	1%	0.6%	-5%
CC(C)Oc1ccc(-c2nn(-c3ccccc3)cc2/C=c2\sc3ncnn3c2=O)cc1	-7%	4%	-0.2%	2%
CCN1CCN(C(=O)c2ccc3c(c2)N(Cc2ccccc2)C(=O)c2ccccc2S3(=O)=O)CC1	7%[10.9 µM]	-18%	0.6%	11%
C=CCOc1c(CNc2nccs2)cccc1OCC	-21%	?	2.1%	?
COc1ccc(S(=O)(=O)N(C)c2ccc(OCC(=O)Nc3cc(C)on3)cc2)cc1	-11%	-17%	0.7%	-4%
Cc1cccc(NC(=O)CSc2ccc(-c3ccccn3)nn2)c1	11%[10.9 µM]	?	3.2%	-23%
CC(C)(C)C(=O)Nc1ccccc1C(=O)Nc1ccncc1	.	17%	.	8%
Cc1ccc2c(c1)c1c3n2CC(=C2C(=O)OC(C)(C)OC2=O)NC3CCC1 (configuration not stated)	-10%	-3%	7.2%	5%
C(=Nc1cnc2ccccc2c1)c1ccc2ccccc2n1	-6%[10.9 µM]	-2%[9.22 µM]	-0.9%[11.4 µM]	-3%[9.22 µM]
O=C(Cn1c(=O)oc2cc(S(=O)(=O)N3CCCC3)ccc21)Nc1cccc(C(F)(F)F)c1	-2%	-4%	1.5%	0%
CCOC(=O)c1c(-c2cccc([N+](=O)[O-])c2)csc1NC(=O)C1CCCCC1	.	3%	.	2%
Cn1c(=O)c2c(nc(N3CCN(c4ccccc4)CC3)n2CCCc2ccccc2)n(C)c1=O	1%	-7%	-0.1%	1%
O=S(=O)(Nc1ccc2nc(-c3ccc(Br)o3)[nH]c2c1)c1ccccc1	-11%	-7%	0.3%	5%
COC(=O)c1ccc(OCC2c3cc(OC)c(OC)cc3CCN2C(=O)c2ccc(OC)cc2)cc1 (configuration not stated)	-10%[10.9 µM]	-15%	-0.4%	?
O=S(=O)(c1cccc(C(F)(F)F)c1)N(CCCN1CCOCC1)Cc1cccs1	-1%	10%	6.2%	-1%
CCCCCOc1ccc(Cn2c(=O)oc3ccc(C)cc32)cc1OC	-8%[10.9 µM]	2%	1.6%	0%
C(#CC1C=CC2OC(c3ccccc3)OCC2O1)c1ccccc1 (configuration not stated)	.	5%[9.22 µM]	.	-2%[9.22 µM]
SMILES	Peg3 imprint	p53ts 39C kill	IkB signaling	p53ts 32C kill
COc1cc(OC)c(OC)cc1/C=C/c1nc2cc3ccccc3cc2c(=O)n1-c1ccc(Cl)cc1	22%[10.9 µM]	-22%	?	11%
COC(=O)c1sccc1NC(=O)C1CC=CCC1C(=O)O (configuration not stated)	-4%	9%	-0.2%	-4%
CCCn1c(=N)n(CC(=O)OCC)c2ccccc21	-6%	11%	0.4%	-17%
Nc1nonc1C(=O)OCC(=O)N1CCOCC1	1%	-2%	2.0%	-7%
Cc1ccc(COc2cccc3cc(-c4noc(-c5ccc(C)cc5)n4)c(=O)oc23)cc1	2%[10.9 µM]	17%	?	9%
CN(Cc1ccccc1)C(=O)c1cc2c(s1)-c1ccc(Cl)cc1SC2	-1%[10.9 µM]	?	?	-1%
